Screening data as filed in PubChem BioAssay.
miR122 inh: blocks miR-122 activity in Huh7 sensor cells; Huh7 miR-122 Renilla luciferase sensor, 48 h; neutral wells = 0, positive control = 100; activation (reporter increase), % at 12.5 µM; 0.3% of 340,000 active;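 active = mean replicate activation score at least 90 and every replicate individually at or above 90; inconclusive = only one of the two criteria met; inactive = neither criterion met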;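 note: higher luciferase means less miR-122 activity so hits act as miR-122 inhibitors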
DENV2 CPE: inhibitors of DENV2 cytopathic effect | DENV2-infected cells, cytopathic effect rescue, plate reader | CPE inhibition, % at 9.99 µM | 1.7% of 350,000 active | AID 651640; in the data active = CPE inhibition above about 20%, passing the limit was not always enough; inconclusive = no clear call, values can overlap the other calls; tested in BHK-21 cells;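 note: 0% = median of neutral control wells and 100% = median of positive control wells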
EWS-Fli block: inhibitors of EWS/Fli oncoprotein transcriptional activity. 0.67% of 350,000 active. inhibition, % at 12.6 µM. A673 NR0B1-luciferase reporter, viability-normalised;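 active = mean inhibition of at least 50% after viability correction, with every replicate also passing that limit; inconclusive = mean reaches 50% but only one of two replicates passes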;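 note: firefly luciferase signal divided by Alamar Blue viability fluorescence both relative to DMSO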
PAX8 reporter: lowers PAX8-driven luciferase in RMG-I cells; RMG-I TPO-luciferase reporter, SteadyGlo, 24 h; inhibition, % at 12.6 µM; 1.2% of 360,000 active; AID 652154;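 active = mean replicate inhibition at least 60% with every replicate also reaching 60%; inconclusive = only one of the two criteria is met; inactive = mean below 60% and not all replicates reaching 60%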;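 note: luciferase light reporting Pax8 driven TPO promoter activity; plate controls were median of neutral control wells for no effect and mitoxantrone controls for full effect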
F508del corr: correctors of CFTR F508del function in bronchial epithelial cells. activity (quench increase), % at 7.58 µM. CFBE cells, YFP halide quenching; stimulated with forskolin plus potentiator P3; % fluorescence drop versus neutral controls. 0.36% of 350,000 active;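 active = mean added fluorescence quench of at least 8% versus neutral control, with both replicates also reaching 8%; inconclusive = only one of the mean or replicate conditions met; inactive = mean below 8% and not both replicates reaching 8%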;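 note: cells transiently co-express mutant CFTR-F508del with the halide-sensitive YFP; corrector assay measuring rescue of mutant channel to the surface after 24 h compound exposure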
INS-1E GSIS act: GLuc luminescence reporter in INS-1E cells, primary screen for activators of glucose-dependent secretion of insulin. 0.61% of 370,000 active. activation, % at 16.6 µM. INS-1E GLuc reporter insulin secretion, 2-3 h;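 active = lowest replicate activation of at least 40%, so every replicate reaches that level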;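 note: 0% = median of neutral control wells and 100% = median of IBMX positive control wells; some compounds called inactive have numbers as strong as hits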
FN deposition inh: fibronectin deposition inhibition; AH1F fibroblasts, Alexa488-fibronectin deposition fluorescence, overnight; inhibition, % at 12.6 µM; 0.086% of 350,000 active; AID 743247;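 active = mean inhibition across replicates of 30% or more, regardless of how many single replicates reach that level; inconclusive = mean under 30% yet at least half of replicates reach 30%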;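 note: positive control wells lacked labelled fibronectin entirely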
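Material: AH1F fibroblast monolayer depositing Alexa488-labelled fibronectin into matrix / Amount: 10000 AH1F cells per well / Signal: fluorescence 485/525 nm / Medium: DMEM, 2% serum / Compound: single dose, pinned / Incubation: 1 h cell adhesion before compound, then overnight fibronectin incubation / Reagent: Alexa488-FN, 24 nM final / Read-out: inhibition of fibronectin deposition signal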
* hit, by the source's call; ? = inconclusive; nt = not tested or not shown; & = joins results of further samples; [ ] = another dose, or the depositor's remark.

compound	INS-1E GSIS act	miR122 inh	FN deposition inh	EWS-Fli block	DENV2 CPE	F508del corr	PAX8 reporter
Cc1ccc(OCC(=O)NCCO)c(Br)c1	1.2	nt	18.7	-15.8	-5.0	nt	-13.7
N#Cc1ccc(N2C(=O)[C@@H]3C(C(=O)c4ccc5ccccc5n4)=NN[C@@H]3C2=O)cc1	-11.1	7.0	5.5	2.1	-0.7	nt	11.8
C[C@@H]1CN([C@H](C)CO)C(=O)c2cc(NS(=O)(=O)c3ccc(F)cc3)ccc2O[C@@H](C)CCCCO[C@@H]1CN(C)S(C)(=O)=O	17.3	4.6[16.7 µM]	nt	-5.5	11.3	-3.0	2.7
CCCCNc1c(-c2ccc(OC)c(SC(C)CC)c2)nc2cnccn12 (stereo not drawn)	nt	23.5	-12.6	20.4	-19.5	-0.2	7.2
C/C=C/c1ccc([C@H]2[C@@H](CO)N(Cc3ccccn3)[C@H]2CNC(C)=O)cc1	0.3	0.0[16.7 µM]	-10.0	-3.7	-7.0	1.2	1.5
O=C(NC(=S)NNC(=O)c1cccs1)c1ccccc1	19.6	nt	7.0	1.0	-0.3	-1.6	-3.6
COc1cccc(C#Cc2ccc([C@@H]3[C@@H](C#N)N(C(=O)c4ccccn4)[C@@H]3CO)cc2)c1	7.9	nt	1.8	-13.8	-3.5	4.5	42.7
C=CCn1c(SCC(=O)Nc2ccc(OC)cc2)nc2c([nH]c3ccccc32)c1=O	4.1	2.8	-4.7	8.4	-4.1	2.2	20.8
COc1ccccc1-c1sc2ccccc2c1-c1ccc2c(c1)OCCO2	5.0	2.4	3.6	-36.9	nt	4.0	2.3
O=C(N/N=C1\CCSC1)c1cc(Cl)ccc1O	-6.3	-6.1	-2.5	-9.0	-2.3	-1.1	-11.4
COc1ccc2c3c(n(C)c2c1)[C@H](CO)N(C(=O)CN1CCOCC1)CC31CCN(Cc2ccncc2)CC1	7.9	nt	0.2	-3.2	7.0	-1.1	nt
NC(Cc1ccc(C(F)(F)F)cc1)c1csc(Nc2ccccn2)n1 (stereo not drawn)	-5.6	4.3	nt	11.1	-1.5	1.9	13.3
C[C@H](CO)N1C[C@H](C)[C@@H](CN(C)Cc2cccc(O)c2)OCc2cnnn2CCCC1=O	0.9&16.9	-6.1	6.3&-18.7	-12.7&-4.7&-4.9	?	-2.5&1.6&-4.7	-8.9&14.3
CCN1CCN(C(c2ccc(OC)cc2)c2nnnn2Cc2ccc3c(c2)OCO3)CC1 (stereo not drawn)	-5.0	nt	-10.1	-9.9	-2.6	-1.3	16.7
CN(C)C(=O)C[C@H]1CC[C@H]2[C@@H](COC[C@@H](O)CN2S(=O)(=O)c2ccccc2Cl)O1	1.4	0.2[16.7 µM]	5.6	0.4	-0.2	-2.4	-5.3
CN(C)CCCNC(=O)C[C@H]1CC[C@H](NC(=O)Cc2cccnc2)[C@@H](CO)O1	29.3	nt	4.4	0.4	-9.4	-1.4	11.6
O=S1(=O)C=C[C@@H](CO)N1Cc1ccc(Br)cc1	7.3	0.5	0.1	9.1	-5.7	-1.9	-9.0
C[C@H](CO)N1C[C@H](C)[C@@H](CN(C)C(=O)c2ccccc2)OCCCC[C@H](C)Oc2ccc(N(C)C)cc2C1=O	4.4	-2.5[16.7 µM]	nt	2.8	nt	4.2	-24.2
CC(C)(C)NC(=O)C(c1ccc(-c2ccccc2)cc1)N(C[C@H]1CC[C@@H]([C@@H]2CC[C@H](CO)O2)O1)C(=O)c1ccc2ccccc2c1 (stereo partly drawn)	nt	nt	-7.8	14.0	-6.5	-0.8	7.2
Cn1c(N)c(C(=O)COC(=O)Cc2ccc(Cl)c(Cl)c2)c(=O)n(C)c1=O	-27.1	3.2	-15.4	-0.1	57.1*	-3.0	-10.9
CN(C(=O)c1ccc([N+](=O)[O-])cc1)c1ccccc1C(=O)NCc1ccccc1	31.8	12.1	nt	-2.6	-11.3	-1.0	-1.6
CCn1c(CNc2ccccc2Cl)nnc1SCC(=O)NCc1ccccc1	-35.1	nt	nt	4.9	nt	-1.5	nt
CN(C)CCO[C@@H](c1ccc(Cl)cc1)c1ccccn1	-7.8	8.8	4.1	3.8	-3.1	-0.5	-2.9
COC1OCC(O)C(NC(=O)N(C)N=O)C1O (stereo not drawn)	8.5	nt	0.5	-5.9	-0.4	2.9	2.1
O=C(OCC(=O)c1c[nH]c2ccccc12)c1ccc(Br)o1	nt	-0.4	nt	5.5	-4.6	-2.9	nt

The results go on:
compound	INS-1E GSIS act	miR122 inh	FN deposition inh	EWS-Fli block	DENV2 CPE	F508del corr	PAX8 reporter
O=C(Nc1ccccc1F)N[C@H]1C=C[C@@H](CC(=O)N2CCCCC2)O[C@H]1CO	0.1	nt	-5.7	2.6	0.9	2.3	-9.6
N#CC(=C(O)COC(=O)c1ccc2c(c1)OCCO2)c1nc2ccccc2[nH]1	nt	3.7	0.4	-13.9	-2.5	-2.5	21.2
CCCN1C(=O)/C(=N\OCC(=O)NCC(F)(F)F)c2ccccc21	7.6	nt	3.2	nt	nt	nt	8.1
CCC(Sc1nc(C)cc(C)n1)C(=O)NC1=NN=C(c2ccc(C)cc2)CS1 (stereo not drawn)	1.2	-0.8	nt	20.8	-6.7	2.0	nt
O=C(N[C@H]1CC[C@H](CC(=O)N2CCOCC2)O[C@H]1CO)c1ccc2c(c1)OCO2	-5.0	nt	-11.2	2.6	5.1	-0.6	3.5
Cc1ncn(-c2ccc(C(=O)Oc3ccccc3)cn2)n1	1.9	nt	-0.2	5.2	-5.2	nt	-14.3
Cc1noc(C)c1S(=O)(=O)Nc1ccc2c(c1)C(=O)N([C@H](C)CO)C[C@@H](C)[C@@H](CN(C)Cc1ccc(C(=O)O)cc1)OCCCC[C@@H](C)O2	13.5	-3.1[16.7 µM]	6.7	-16.3	38.4*	-2.0	4.2
Cc1noc(C)c1S(=O)(=O)Nc1ccc2c(c1)C(=O)N([C@@H](C)CO)C[C@H](C)[C@@H](CN(C)S(=O)(=O)c1ccccc1)OCCCC[C@H](C)O2	-12.3	8.0[16.7 µM]	0.2	8.7	-14.1	-1.0	-11.9
O=C1Nc2ccc(F)cc2C12Nc1ccccc1-c1nnc(SCc3ccccc3F)nc1O2 (stereo not drawn)	-1.1	7.5	nt	6.7	5.1	-2.3	nt
Cc1ccc(S(=O)(=O)c2nnn3c2nc(N2CCOCC2)c2ccccc23)c(C)c1	16.8	3.7	7.5	-26.6	-3.4	-2.2	-2.4
CC(=O)Nc1ccc(NC(=O)C2CCCCC2C(=O)O)cc1 (stereo not drawn)	25.9	nt	-1.2	nt	nt	nt	7.1
Cc1ccccc1NC(=O)c1ccc(CN(c2ccccc2)S(=O)(=O)c2ccccc2)cc1	7.2	-1.6	4.1	11.3	-12.5	-0.3	10.7
COc1cc(O)c(C(CC(=O)N2CCOCC2)c2ccc(N(C)C)cc2)c(OC)c1 (stereo not drawn)	13.4	-2.4	5.5	10.5	12.0	-1.9	-25.3
N#C/C(=C\c1c[nH]c2ccccc12)C(=O)NCC1CCCO1 (stereo not drawn)	-1.9	nt	4.0	4.3	-5.7	-0.4	-95.7
O=C(CCC(=O)N(c1cccc(F)c1)C(C(=O)NC1CCCC1)c1ccncc1)Nc1cccnc1 (stereo not drawn)	nt	-3.2	-4.1	nt	nt	nt	19.5
CC[C@@]12C(=O)N(c3ccccc3)C(=O)N1[C@H](c1ccc(Br)cc1)[C@@H]1C(=O)N(C(C)(C)C)C(=O)[C@@H]12	-16.8	-3.5	1.7	-2.4	4.5	-0.2	-1.4
CS(=O)(=O)c1ccccc1C(=O)Nc1ccc(S(=O)(=O)N2CCCC2)cc1	9.5	9.1	-3.6	-1.0	0.7	-1.0	-16.3
CCN1CCCC1CNC(=O)c1cc2c(=O)n(C)c3ccccc3c2n1C (stereo not drawn)	-0.1	1.9	-4.1	-4.7	-3.6	2.1	-6.1
CC(=O)N(C)C[C@H]1Oc2cc(/C=C/c3ccccc3)ccc2S(=O)(=O)N([C@H](C)CO)C[C@H]1C	1.4	-22.0[16.7 µM]	nt	-8.0	-1.5	-2.8	nt
COc1cccc(/C=N/Nc2ccc(C(=O)O)cc2)c1O	0.3	-0.3	-0.1	-10.6	1.8	-2.2	108.3*
COc1ccc(/C=C/C(=O)OCC(=O)Nc2ncc(Cl)cc2Cl)cc1	6.4	nt	nt	16.6	-1.6	2.4	-3.6
CC(=O)Nc1ccc(NC(=O)c2ccccc2S(=O)(=O)c2ccc([N+](=O)[O-])cc2)cc1	4.1	-5.6	7.5	-9.4	4.0	nt	10.6
COc1ccc2c3c(n(C)c2c1)[C@H](CO)N(C(=O)C1CCCCC1)CC31CCN(C(=O)CN(C)C)CC1	10.0	nt	nt	-4.7	-3.9	0.2	-26.3
Cc1nc(CN(C)C(=O)CC2C(=O)NCCN2Cc2ccc(-c3ccccc3)cc2)cs1 (stereo not drawn)	-3.8	-0.2	nt	8.2	8.0	-4.1	1.7
COc1ccc(CC2(CO)CCN(CC3=Cc4cc(Cl)ccc4OC3)CC2)cc1	-24.5	-5.3	-4.2	31.4	5.4	3.7	19.5

Further records.
compound	INS-1E GSIS act	miR122 inh	FN deposition inh	EWS-Fli block	DENV2 CPE	F508del corr	PAX8 reporter
Cc1cccc(OC(=O)c2ccc3nccnc3c2)c1	nt	-0.5	-3.5	nt	nt	nt	-28.4
Nc1ncncc1-c1ccc2ccccc2c1	27.4	nt	2.8	3.8	-3.8	1.8	-0.2
CCOC(=O)N1C(=O)C2(CCCCC2)N(c2ccccc2Cl)C1=S	-42.9	nt	7.1	nt	nt	nt	20.0
Cc1ccccc1-n1ncc2c1CC(C)(C)CC2NC(=O)C1CCC1 (stereo not drawn)	-8.7	-4.5	-0.7	nt	-0.4	-1.3	-0.6
C[C@@H]1CN([C@@H](C)CO)C(=O)c2cc(NC(=O)c3ccccc3)ccc2O[C@@H](C)CCCCO[C@H]1CN(C)Cc1ccncc1	3.0	-0.9[16.7 µM]	nt	-2.1	0.3	0.3	-3.0
CC(C)NC(=O)N(C)C[C@H]1Oc2c(NS(=O)(=O)c3cccs3)cccc2C(=O)N([C@@H](C)CO)C[C@@H]1C	13.5	-1.7[16.7 µM]	13.2	-4.2	nt	-1.2	nt
CCCN1C(=O)c2cc(C(=O)Nc3ccccc3C)ccc2C1Nc1ccccc1C (stereo not drawn)	-14.7	nt	4.2	4.9	-0.3	-3.2	8.5
CCOc1ccc2cc(C3CC(c4ccco4)=NN3S(C)(=O)=O)c(Cl)nc2c1 (stereo not drawn)	8.4	nt	-2.6	3.5	0.9	0.0	11.9
CC1(C(=O)NS(=O)(=O)c2ccc(Cl)s2)CCN1C(=O)c1ccccc1CCc1ccccc1 (stereo not drawn)	nt	5.9	1.9	6.1	?	1.2	11.4
Cc1ccc(S(=O)(=O)N2CCCCC2CCNC(=O)C(=O)NCc2cccnc2)cc1 (stereo not drawn)	9.9	nt	5.1	15.4	2.5	2.4	50.5
O=C(CCC1CCCCC1=O)c1ccccc1 (stereo not drawn)	-5.4	-0.6	9.3	nt	nt	nt	nt
C=CCn1c(SCC(=O)Nc2cc(C)on2)nnc1-c1ccncc1	5.4	-7.4	nt	-4.4	-3.7	-0.2	-8.5

Record cards, from the list above.
Profile of C[C@H](CO)N1C[C@H](C)[C@@H](CN(C)Cc2cccc(O)c2)OCc2cnnn2CCCC1=O = INS-1E GSIS act = 0.9&16.9; miR122 inh = -6.1; FN deposition inh = 6.3&-18.7; EWS-Fli block = -12.7&-4.7&-4.9; DENV2 CPE = ?; F508del corr = -2.5&1.6&-4.7; PAX8 reporter = -8.9&14.3
Profile of COC1OCC(O)C(NC(=O)N(C)N=O)C1O (stereo not drawn) = INS-1E GSIS act = 8.5; miR122 inh = nt; FN deposition inh = 0.5; EWS-Fli block = -5.9; DENV2 CPE = -0.4; F508del corr = 2.9; PAX8 reporter = 2.1

Rows are unselected; overall some 3.9% were active at least once.
